hERG WT inh: qHTS for Inhibitors of KCHN2 3.1: Wildtype qHTS. 0.37% of 340,000 active. U2OS, BacMam KCNH2, thallium flux FluxOr; hits give low values. activity change, % at 1.84 µM;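 active means maximum activity change below -70%; inconclusive means maximum activity change between -70% and -50%; inactive means maximum activity change above -50%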; further: on the % scale 0 is the no-effect control and ±100 the full control effect
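U2OS cells were transduced with wild-type KCNH2 virus (2.03 x 10^8 / mL) for 4 h at room temperature, then cultured overnight at 37 C. Thallium flux was read with FluxOr dye. Rate constants were normalized to DMSO controls.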
ASM inhibitor: Inhibitors of Secretory Acid Sphingomyelinase (S-ASM): qHTS. Sphingomyelin phosphodiesterase (Homo sapiens), P17405. placental ASM, HMU-PC fluorogenic substrate, 60 min. Potency, µM (doses to about 57.5 µM), for the others: at the highest dose activity change, negative = inhibition, most hits filed as inhibitors. 0.006% of 340,000 active. AID 504937, 2011; active means well fitted inhibition curve with a large enough effect; inconclusive means small, poorly fitted or top-dose-only effect; inactive means no such curve, though single readings can be large or run the other way; further: potency means the concentration at half of the fitted maximal effect
Target sequence (P17405 47-631 limits assumed): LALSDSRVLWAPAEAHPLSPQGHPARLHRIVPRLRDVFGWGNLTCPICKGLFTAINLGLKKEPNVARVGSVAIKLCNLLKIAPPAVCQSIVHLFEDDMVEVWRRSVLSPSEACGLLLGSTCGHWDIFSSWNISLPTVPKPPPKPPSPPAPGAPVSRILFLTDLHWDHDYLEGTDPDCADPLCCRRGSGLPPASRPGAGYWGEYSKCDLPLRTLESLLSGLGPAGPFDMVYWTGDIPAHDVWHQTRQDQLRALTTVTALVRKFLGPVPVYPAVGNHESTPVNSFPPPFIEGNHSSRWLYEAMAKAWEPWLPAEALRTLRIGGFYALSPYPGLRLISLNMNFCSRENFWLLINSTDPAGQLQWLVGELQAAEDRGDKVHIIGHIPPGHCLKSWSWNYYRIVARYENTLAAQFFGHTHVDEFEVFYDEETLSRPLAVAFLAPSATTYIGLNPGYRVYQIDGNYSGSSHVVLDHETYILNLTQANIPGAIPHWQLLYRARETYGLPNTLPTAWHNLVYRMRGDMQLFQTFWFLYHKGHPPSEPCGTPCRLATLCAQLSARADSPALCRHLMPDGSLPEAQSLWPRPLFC
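Human placenta-derived ASM preincubated with compound 10 min at room temperature, then reacted with 9 uM (final) fluorogenic HMU-PC substrate for 60 min at 37 C. Stop solution raises pH to 10; fluorescence read at Ex 386/Em 447 nm.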
* marks the source's active call; other numbers are inactive results; ? = inconclusive; [ ] = remark or other dose. A portion of the library, so the mix of outcomes need not match the whole.

Every second line gives: ASM inhibitor	hERG WT inh
1	CN(Cc1ccccc1)C(=O)c1cccc(NC(=O)Cc2ccc(NC(=O)C3CCN(S(=O)(=O)c4cccc([N+](=O)[O-])c4)CC3)cc2)c1
→ 1%	-6
2	CC(C)C(OC(=O)C1=Cc2ccccc2OC1)C(=O)NCC1CCCO1 (stereo not given)
→ 32%[activator]	-2
3	OCC1OC(n2cnc3c(SCc4ccccc4)nc(F)nc32)C(O)C1O (stereo not given)
→ -1%	-6
4	O=C1c2ccccc2S(=O)(=O)c2cc(C(=O)N3CCN(C(=O)c4ccccc4)CC3)ccc21
→ -5%	-18
5	CCCCN1CC(COCc2ccccc2)Oc2cccc(F)c2S1(=O)=O (stereo not given)
→ -3%	6
6	Cc1ccc(OC(=O)CCC(=O)Oc2ccc(C)cc2C)c(C)c1
→ -3%	-5
7	CN(C)CCC(=O)C(Cc1ccccc1)c1ccccc1 (stereo not given)
→ -2%	15
8	CCCCn1c(N)c(N(CCOC)C(=O)c2ccc(N3C(=O)c4ccccc4C3=O)cc2)c(=O)[nH]c1=O
→ 13%	-11
9	O=C1[C@@H](Oc2ccccc2)[C@@H](c2ccccc2)N1c1cccnc1
→ 1%	-10
10	Oc1ccc(C=NN=C2c3ccccc3-c3ccccc32)c(O)c1
→ -22%	5
11	Cc1occc1C(=O)Nc1cccc(/C=C/C(=O)O)c1
→ 0%	1
12	CCCN(Cc1cc2cccc(C)c2[nH]c1=O)C(=O)c1cccc(OC)c1
→ -1%	1
13	O=C(O)/C(=C\c1ccccc1)c1ccc2ccccc2c1
→ 1%	3
14	CN(Cc1ccccc1)C(=O)c1ccc(NC(=O)Cc2ccc(NC(=O)C3CCCN(C(=O)C4CCC4)C3)cc2)cc1 (stereo not given)
→ 0%	-14
15	COc1ccc(C2=CCCCCC2)c(OC)c1OC
→ 1%	1

Single values from the results shown:
For ASM inhibitor, compound 14 shows 0%
For hERG WT inh, compound 2 shows -2

Remaining list, next part.
Every second line gives: ASM inhibitor	hERG WT inh
16	O=C(NCc1cccc(Br)c1)C1CC(c2cc(C(F)(F)F)cc(C(F)(F)F)c2)=NO1 (stereo not given)
→ -1%	-1
17	COc1ccc(S(=O)(=O)N2CCCCC2)cc1C(=O)N1CCCCCC1
→ -3%	3
18	CCCN(CC(=O)Nc1ccccc1C)C(=O)c1cnc(C)cn1
→ -3%	14
19	CC(C)C[C@@H](CN1CCC[C@@H]1CN1C(=O)C(=O)NC[C@@H]1Cc1ccccc1)N1C[C@H](Cc2ccc(O)cc2)N(CCc2ccccc2)C(=O)C1=O
→ 4%	11
20	COC(OC)C1(CCc2ccccc2)NC(=O)NC1=O (stereo not given)
→ 2%	0
21	Cn1ncc2c(N)nc(NCCO)nc21
→ 3%	1
22	Cc1ccc2c(Cl)c(C)c(N3CCOCC3)nc2n1
→ 10%	8
23	O=C(Nc1ccccc1)C1=C[C@@H](c2ccc(C(F)(F)F)cc2)C[C@@H](OCCCCO)O1
→ -14%	2
24	CC1(C)Cc2c(c(N3CCOCC3)nc3sc4c(NCCN)ncnc4c23)CO1
→ -10%	-2
25	Cc1cccc2cc(C#N)c(SCCN3CCCCC3)nc12
→ -3%	-15
26	OCC[C@@H]1C[C@H](O)[C@@H](O)[C@]2(CCCCO2)O1
→ -5%	30
27	O=c1[nH]c(=O)n(C2CC(O)C(CO)O2)cc1I (stereo not given)
→ 5%	2
28	Cc1nc2ccc(Cl)cc2[nH]1
→ 5%	-12
29	CC(=O)Nc1c(Cl)cnn(-c2ccccc2)c1=O
→ 0%	12
30	CC12CCC(=O)N1C(C(=O)NCCc1ccc(F)cc1)CS2 (stereo not given)
→ 2%	-19
31	O=C(OCCn1c(=S)sc2ccccc21)c1ccccc1
→ 0%	-5
32	COc1ccccc1C=NNC(=O)NN=Cc1ccccc1OC
→ -7%	-2
33	c1cc2c3c(cccc3c1)NC1(CCCC1)N2
→ 9%	-3
34	CC(Nc1nc(-c2ccc(F)cc2)cs1)c1nc2cc(Cl)c(N3CCCCC3)cc2n1CCCO (stereo not given)
→ -14%	-4
35	O=c1[nH]c(-c2ccccc2)cnc1-c1ccccc1
→ 409%[activator]	-9
36	CCN(CC)CCNC(=O)c1ccc(NC(=O)c2cccc(S(=O)(=O)N(C)C3CCCCC3)c2)cc1
→ -3%	-5
37	CCN(CC)S(=O)(=O)c1ccc(N=Nc2cc(C)cc(Br)c2O)cc1
→ -10%	3
38	Oc1ccc(-c2csc(Nc3ccc4c(c3)OCO4)n2)c(O)c1
→ -12%	4
39	COc1ccc(S(=O)(=O)N2CCCCC2)cc1NC(=O)c1cccc(S(=O)(=O)N2CCOCC2)c1
→ -3%	-1
40	Nc1c(-c2ccccc2)nnn1Cc1ccccc1
→ 0%	6
41	COc1ccc(NC(=O)N(Cc2ccc(C)cc2)Cc2ccccn2)c(OC)c1
→ -5%	1
42	Clc1cccc(N2CCN(CCCN3CCN(c4ccccc4)CC3)CC2)c1
→ -5%	3
43	CN(C(=O)c1ccc(NC(=O)Cc2cccc(NC(=O)C3CCCN(C(=O)CCc4ccccc4)C3)c2)cc1)C1CC1 (stereo not given)
→ 2%	2
44	CCN1C[C@@H]2[C@@H]3C(=O)N(C)C(=O)[C@@H]3[C@](C)(C1=O)N2C(=O)c1ccc(C(C)(C)C)cc1
→ 1%	-23
45	O=C(NCCc1ccccc1)c1cc(-c2ccccc2)c(N2CCOCC2)s1
→ -1%	-1
46	CCC(CC)n1c(C)cc(=O)n1C(CC)CC
→ 1%	-12
47	CN(C)c1ccc(C=C2C=Cc3ccccc32)cc1
→ -8%	-15
48	CCn1c(CNC(=O)c2ccccc2)nc2ccccc21
→ -3%	-14
49	COC(=O)C(NC(=O)C(NC(=O)C1CCC(C)CC1)C(C)C)C(C)C (stereo not given)
→ 5%	-3
50	COc1ccc(C(CNC(=O)c2ccc(C)c(S(=O)(=O)N3CCOCC3)c2)N2CCCC2)cc1 (stereo not given)
→ -2%	4
51	CCOC(=O)C1=NN(c2ccc(F)cc2)C2=NC(C)=C(C(=O)OC)C(c3cccs3)N12 (stereo not given)
→ 0%	3
52	CC12CCC(=O)C=C1CCC1C2C(O)CC2(C)C1CCC21OCC1=O (stereo not given)
→ -3%	9
53	Cn1c(N)c(N=O)c(=O)n(C)c1=S
→ -4%	-1
54	COC(C/C=C\[C@H](O)[C@H](C)OCc1ccccc1)OC
→ 1%	-21
55	C#CCOCCOCCOCCNc1nc(N2CCN(C(=O)[C@H](C(C)C)n3cc(CCO)nn3)CC2)nc(N2CCN(C(=O)[C@H](C)n3cc(CCCN=C(N)N)nn3)CC2)n1
→ 5%	-3
56	Cc1cc(C([O-])=C(C(=S)Nc2ccccc2)[n+]2ccccc2)c(C)n1-c1ccccc1
→ -2%	-1
57	CC(C)(C)c1ccc(C2=CC(c3ccccc3)n3ncnc3N2)cc1 (stereo not given)
→ 92%[activator]	-9
58	O=C(CC(O)(c1ccccc1)c1ccccc1)Nc1ccccn1
→ -3%	10
59	COc1cc(C2C3=C(COC3=O)Oc3cc4c(cc32)OCO4)ccc1OC(C)=O (stereo not given)
→ -4%	20
60	O=C(Nc1cccc2ccccc12)N(c1ccccc1)c1ccccc1
→ -1%	-5
61	CC(C)C[C@@H](CN1CCC[C@@H]1CN1C(=O)C(=O)NC[C@@H]1Cc1ccccc1)N1C[C@H](Cc2ccc(O)cc2)N(CC2CCCCCC2)C(=O)C1=O
→ -5%	26
62	O=C(NC1c2ccccc2Oc2ccccc21)c1ccc([N+](=O)[O-])cc1
→ 0%	?
63	CC(=O)Nc1ccc2ccccc2c1[N+](=O)[O-]
→ 1%	2
64	O=C(NCCCc1ccccc1)c1cccc(NC(=O)C2CCCCC2)c1
→ -13%	-7
65	c1ccc(CNCCCn2cnc3c(OCc4ccccc4)ncnc32)cc1
→ 0%	10
66	O=[N+]([O-])c1ccc(N2CCOCC2)c([N+](=O)[O-])c1
→ -3%	-1
67	C=C1C(=O)O[C@H]2C[C@H]1[C@@H](OC(C)=O)C/C(C)=C/CC/C(C)=C\CC[C@]2(C)O
→ 1%	-12
68	COc1cccc(C2=CC(=O)CCC2)c1OC
→ 2%	-5
69	O=C(Nc1ccc(S(=O)(=O)N2CCOCC2)cc1)C1CCN(S(=O)(=O)c2ccc(Cl)cc2)CC1
→ -4%	-3
70	CCCCNC(=O)[C@@H]1CC=C[C@@H]2CCN(C3CC3)C(=O)[C@@H]21
→ 1%	15
71	Nc1ccc2c(c1)C(O)c1ccc(Cl)cc1-2 (stereo not given)
→ -3%	-4
72	C/C(=N\NC(=O)COc1ccc(C)cc1[N+](=O)[O-])c1ccc2c(c1)OCCO2
→ -3%	-7
73	COc1cc(-c2cc(=O)c3c(C)cc(O)cc3o2)cc(OC)c1OC
→ 1%	22
74	CN1CCN(c2ccccc2NS(=O)(=O)c2ccc3c(c2)CCN3C(=O)C2CCC2)CC1
→ -1%	34
75	CCc1ccc(C(=O)NCC2(c3ccccc3)CCOCC2)o1
→ 1%	-4

Further results:
Every second line gives: ASM inhibitor	hERG WT inh
76	Cc1ccc(S(=O)(=O)N2CCC[C@H]2C(=O)OCc2nc3ccccc3s2)cc1
→ -2%	6
77	Cc1cccc(CNc2ncnc3[nH]ncc23)c1
→ 5%	-8
78	S=C(NCCCN1CCN(CCCNC(=S)NC2CCCCC2)CC1)NC1CCCCC1
→ 2%	-49
79	CN(CCOc1ccc(Cl)cc1)C(=O)c1cccc(S(=O)(=O)N2CCN(Cc3ccccc3)CC2)c1
→ -8%	4
80	CCCCN1C(=O)C(C(=O)OCc2ccccc2)CC2=C1CCCC2=O (stereo not given)
→ -1%	0
81	O=C(NNc1ccccc1)NC(Cc1ccccc1)C(=O)O (stereo not given)
→ 3%	9
82	CC(=O)c1cc(C#N)c(Oc2ccccc2)nc1C
→ 2%	1
83	O=C(NNC(=O)c1ccncc1)Nc1ccc(N=Nc2ccccc2)cc1
→ -19%	27
84	COc1ccc(NC(=O)CN(C)C(=O)c2cccc(S(=O)(=O)N3CCN(c4ccc(F)cc4)CC3)c2)cc1
→ -8%	6
85	O=C1NC(=S)SC1=Cc1ccc(Cl)cc1
→ -3%	-2
86	C#CCOCCOCCOCCNc1nc(N2CCN(C(=O)Cn3cc(CCO)nn3)CC2)nc(N2CCN(C(=O)[C@H](CCCCN)n3cc(CCCC)nn3)CC2)n1
→ 3%	2
87	COc1ccc(S(=O)(=O)N2CCOCC2)cc1NC(=O)C1CCN(S(=O)(=O)c2ccc(Cl)cc2)CC1
→ -12%	1

Entries above with an aryl methoxy group (12):
Every second line gives: ASM inhibitor	hERG WT inh
12	CCCN(Cc1cc2cccc(C)c2[nH]c1=O)C(=O)c1cccc(OC)c1
→ -1%	1
15	COc1ccc(C2=CCCCCC2)c(OC)c1OC
→ 1%	1
17	COc1ccc(S(=O)(=O)N2CCCCC2)cc1C(=O)N1CCCCCC1
→ -3%	3
32	COc1ccccc1C=NNC(=O)NN=Cc1ccccc1OC
→ -7%	-2
39	COc1ccc(S(=O)(=O)N2CCCCC2)cc1NC(=O)c1cccc(S(=O)(=O)N2CCOCC2)c1
→ -3%	-1
41	COc1ccc(NC(=O)N(Cc2ccc(C)cc2)Cc2ccccn2)c(OC)c1
→ -5%	1
50	COc1ccc(C(CNC(=O)c2ccc(C)c(S(=O)(=O)N3CCOCC3)c2)N2CCCC2)cc1 (stereo not given)
→ -2%	4
59	COc1cc(C2C3=C(COC3=O)Oc3cc4c(cc32)OCO4)ccc1OC(C)=O (stereo not given)
→ -4%	20
68	COc1cccc(C2=CC(=O)CCC2)c1OC
→ 2%	-5
73	COc1cc(-c2cc(=O)c3c(C)cc(O)cc3o2)cc(OC)c1OC
→ 1%	22
84	COc1ccc(NC(=O)CN(C)C(=O)c2cccc(S(=O)(=O)N3CCN(c4ccc(F)cc4)CC3)c2)cc1
→ -8%	6
87	COc1ccc(S(=O)(=O)N2CCOCC2)cc1NC(=O)C1CCN(S(=O)(=O)c2ccc(Cl)cc2)CC1
→ -12%	1

Assay outcomes from PubChem.
